# SV40 large T antigen = SV40 large T antigen inhibitors, biochemical (AID 1903); one-dose inhibition, % at 20 µM; IC50 in µM for titrated hits; SV40 large T antigen ATPase/helicase inhibition assay; higher % means a stronger effect; 310,000 tested, 0.39% active; in the data active = a potency from the dose series; also: strong numbers were not always called active
# WT yeast gro inh = growth inhibition of WT yeast, mitochondrial fusion screen | 190,000 tested, 2.1% active | AID 1362 | mitochondrial fusion phenotypic screen, WT strain | inhibition, % at 10 µM; in the data active = inhibition above about 58%; tested in S. cerevisiae
# West Nile virus CPE = West Nile virus antiviral activity, cell-based, CPE readout (AID 1621) | 290,000 tested, 0.02% active | one-dose CPE inhibition, % at 10 µM; IC50 in µM for titrated hits | West Nile virus-infected cells, CPE inhibition; higher % means a stronger effect; in the data active = a potency from the dose series; also: strong numbers were not always called active
# b-catenin transl = beta-catenin nuclear translocation modulation | 190,000 tested, 0.3% active | AID 1665 | nuclear translocation activity, % at 5 µM | HeLa beta-catenin nuclear translocation, immunofluorescence imaging;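 active = nuclear translocation activity above 50% at 5 µM, with a well cell count of 50 or more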;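 also: per-cell ratio of nuclear to cytoplasmic median beta-catenin stain intensity; plate controls were DMSO negative control for no effect and GSK-3 inhibitor IX positive control for full effect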
#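 Technique: fluorescence imaging of beta-catenin antibody stain plus DAPI / Material: human HeLa cell line / Incubation: compound treatment 24 h, 37°C, 5% CO2 / Read-out basis: % activation of per-cell nuclear versus cytoplasmic median beta-catenin signal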
# MgcRacGAP inhibition = MgcRacGAP GTPase-activating activity inhibitors, confirmation, biochemical, ADP Hunter fluorescence. MgcRacGAP-stimulated Rac1 GTP hydrolysis, ADP Hunter fluorescence; higher % means a stronger effect; GST-tagged Rac1 F28L mutant substrate. 340,000 tested, 0.6% active. inhibition, % at 30 µM; hits with a dose series show IC50 in µM;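 active = first-screen hits whose inhibition reached a set limit at any dose in the follow-up dose series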;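 also: fluorescence reports GDP produced by GAP-driven GTP hydrolysis; strong numbers were not always called active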
# Salmonella PhoP GFP = PhoP-dependent GFP reporter repression – Salmonella Typhimurium, primary screen (AID 1863); S. Typhimurium PhoP-regulated promoter GFP reporter, 4 h; higher % means a stronger effect; inhibition, % at 50 µM; hits with a dose series show IC50 in µM; 300,000 tested, 0.16% active;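 active = inhibition over 29.93%, a cutoff 3 SD above the screen mean, later confirmed by dose response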;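 also: 0% = low Mg2+ inducing control and 100% = high Mg2+ repressing control; strong numbers were not always called active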
# T cell modulator = modulates CD8 T cell binding to vesicles | calls only at 7 µM | 2C CD8+ T cell-vesicle binding, flow cytometry; hits give low values | 330,000 tested, 0.068% active | AID 2052;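 active = response, share of CD8 T cells binding vesicles, and their 90th percentile fluorescence all below set limits, cut at about 80% in these data, passing the limit was not always enough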
#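 Also added: QL9-peptide-loaded Drosophila micro-vesicles bearing Ld, ICAM-1 and B7-1; Test system: purified 2C TCR transgenic mouse naive CD8+ T cells; Measured by: cytometric PE anti-B7-1 and Alexa647 anti-CD8 signals after 1% paraformaldehyde fixation; Timing: binding step 1.5 h, 37 °C, antibody labelling 20 min, ice.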
# RSV antiviral HEp-2 = inhibition of RSV-induced cytopathic effect – HEp-2 cells, primary 10 µM value included (AID 2391) | HEp-2 cells, RSV-induced CPE inhibition; higher % means a stronger effect | CPE inhibition, % at 10 µM, or IC50 in µM where a hit was titrated | 310,000 tested, 0.13% active; in the data active = a potency from the dose series; also: strong numbers were not always called active
# Myeloid diff MLP = compounds promoting myeloid differentiation | ER-HoxA9 myeloid progenitors, lysozyme-GFP differentiation, flow cytometry | calls only at 10 µM | 360,000 tested, 1% active;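 active = normalized GFP-positive differentiation at or above the plate's own cutoff, the solvent-only control mean plus 3 SD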;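 also: cells exposed to compound for four days before flow analysis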
# WT yeast gro inh mutant strain = also measured in WT yeast gro inh; calls as there; inhibition, %; mitochondrial fusion phenotypic screen, mutant strain inhibition
# b-catenin transl cell count 5 µM = also measured in b-catenin transl; calls as there; cell count; measured here: cell count, cytotoxicity flag
# T cell modulator vesicle-bound % = also measured in T cell modulator; calls as there; double positive events, %; measured here: CD8+ vesicle-bound cell fraction;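 binding gate set so that unloaded-vesicle control wells show 10% double positive cells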
# Myeloid diff MLP GFP+ MAC1+ % = further read-out of Myeloid diff MLP, marked with its call; GFP+ MAC1+ double positive, %; measured here: differentiation confirmed by MAC1 staining
# Numbers without * were called inactive; i = inactive; · = not tested or not shown; & = joins results of further samples.
SMILES,SV40 large T antigen,WT yeast gro inh,WT yeast gro inh mutant strain,West Nile virus CPE,b-catenin transl,b-catenin transl cell count 5 µM,MgcRacGAP inhibition,Salmonella PhoP GFP,T cell modulator,T cell modulator vesicle-bound %,RSV antiviral HEp-2,Myeloid diff MLP,Myeloid diff MLP GFP+ MAC1+ %
Cc1cc(NC(=O)C(C)SCC(=O)Nc2nc3c(F)cc(F)cc3s2)no1 (stereo unspecified),·,·,·,·,·,·,3%,·,i,26,0.6%,i,0.5
O=C(N/N=C/c1c(O)n(-c2ccccc2Cl)c(=O)c2ccccc12)c1cccnc1,33%,15,13,0.3%,1.9,1136,13%,-6%,·,·,·,i,0.9
CCCc1ccc2oc(C(=O)N(C)CCn3ccnc3C)c(C)c2c1,16%,·,·,-1.3%,·,·,7%,1%,i,61,17%,i,0.6
Cc1ccnc2nc(C(=O)OCCOc3ccc(Cl)cc3)nn12,21%,-36,-16,-0.3%,-0.4,1090,5%,-8%,i,54,-1.2%,i,0.8
CNC(=S)N(CCc1ccccc1)Cc1cc2cc(OC)c(OC)cc2[nH]c1=O,12%,6,5,-0.8%,-1.8,967,5%,2%,i,26,4.0%,i,0.9
c1ccc(Cn2c(NCc3ccccn3)nc3ccccc32)cc1,10%,24,6,-1.2%,-4.8,1063,8%,6%,i,38,3.0%,i,0.5
O=C(CCCN1C(=O)c2cccc3cccc(c23)C1=O)NCc1ccco1,5%,-14,-13,-0.2%,-0.9,1097,-7%,-1%,i,6,3.8%,i,0.5
Fc1cccc(F)c1CSc1nc2ccccc2[nH]1,9%,0,-4,-0.7%,1.6,1168,2%,-4%,i,22,11%,i,1.7
Clc1ccccc1Cn1nnc2c(N3CCOCC3)nc(C3CC3)nc21,7%,19,0,·,-0.2,1343,12%,4%,i,28,0.5%,i,1.1
COCCn1c(-c2ccc(OC)cc2)c(-c2ccc(OC)cc2)oc1=O,1%,·,·,-1.0%,·,·,10%,2%,i,28,3.7%,i,0.6
Cc1ccc(S(=O)(=O)NCC(=O)NC2CCCC2)cc1,23%,-15,-11,0.1%,-1.5,1155,0%,-7%,·,·,·,i,8.9
O=c1c(-c2ccccc2)coc2c(CN3CCOCC3)c(O)ccc12,7%,12,-2,-0.2%,-0.8,1040,14%,8%,i,32,-0.9%,i,0.7
COc1ccc(NS(=O)(=O)c2ccc(NC(=O)c3ccc(N(C)S(C)(=O)=O)cc3)cc2)cc1,1%,7,-16,0.6%,0.4,1179,8%,-7%,i,15,-0.7%,i,1.0
CCN(CC)CCN(Cc1cc2cc3c(cc2[nH]c1=O)OCO3)C(=S)NCCOC,1%,·,·,-0.4%,·,·,13%,-2%,i,14,-1.0%,i,0.6
COc1cccc(C(C)NC(=O)C2CCCC2)c1 (stereo unspecified),13%,·,·,0.2%,·,·,6%,-5%,i,49,0.2%,i,0.7

# Brought forward from above: two compounds, then new ones.
SMILES,SV40 large T antigen,WT yeast gro inh,WT yeast gro inh mutant strain,West Nile virus CPE,b-catenin transl,b-catenin transl cell count 5 µM,MgcRacGAP inhibition,Salmonella PhoP GFP,T cell modulator,T cell modulator vesicle-bound %,RSV antiviral HEp-2,Myeloid diff MLP,Myeloid diff MLP GFP+ MAC1+ %
CCN(CC)CCN(Cc1cc2cc3c(cc2[nH]c1=O)OCO3)C(=S)NCCOC,1%,·,·,-0.4%,·,·,13%,-2%,i,14,-1.0%,i,0.6
COc1cccc(C(C)NC(=O)C2CCCC2)c1 (stereo unspecified),13%,·,·,0.2%,·,·,6%,-5%,i,49,0.2%,i,0.7
Cc1ccc(C2Oc3ccccc3C3=C2C(c2cccs2)n2ncnc2N3)cc1 (stereo unspecified),21%,-18,12,2.3%,16,1384,7%,-5%,i,18,1.1%,i,2.3
CCc1nnc(NC(=O)CSc2nccn2-c2ccccc2)s1,6%,0,-20,-1.4%,-1.8,580,7%,1%,i,37,2.3%,i,1.3
CCN(CC)CCCNC(=O)c1cc(Nc2ccc(OC)cc2OC)nc2ccccc12,13%,·,·,2.2%,·,·,7%,-4%,i,29,-0.5%,i,0.3
CCC12CC3CC(C1)CC(C(=O)NNC(N)=O)(C3)C2,10%,·,·,0.5%,-0.5,1282,-4%,1%,i,42,1.5%,i,0.5
Clc1ccc(-n2nnc(-c3cccnc3Cl)n2)cn1,3%,5,0,-0.1%,-1.1,1106,7%,-4%,i,46,7.4%,i,1.8
Cc1cccc(NC(=O)CCS(=O)(=O)c2cccc3nsnc23)c1C,0%,-4,6,0.0%,-3.3,1403,1%,-1%,i,26,1.8%,i,1.0
C=CCn1c(N)c(C(=O)N2CCOCC2)sc1=S,1%,-11,-5,0.5%,0.5,1099,4%,-1%,i,0,-0.4%,i,2.0
Cc1ccccc1CNC(=O)CN1C(=O)c2ccccc2S1(=O)=O,7%,·,·,0.3%,·,·,4%,1%,i,29,0.9%,i,0.5
Cc1ccc2c(c1)N(C(=O)CCC(=O)N1CCC(C(N)=O)CC1)CC(C)O2 (stereo unspecified),5%,·,·,-0.1%,·,·,2%,·,i,8,0.8%,i,2.1
Cc1ccc2nc3c(cc2c1)c(NC(=O)c1ccco1)nn3CC(C)C,20%,·,·,0.2%,0.8,1259,4%,-6%,i,32,·,i,0.4
CCCCOc1ccc(C(=O)NCC(=O)NCc2ccncc2)cc1,7%,·,·,·,·,·,5%,3%,i,27,1.6%,·,·
CCNS(=O)(=O)c1cccc(C(=O)c2c(C)cc3ccccn23)c1,7%,-4,-13,-1.0%,-0.7,1016,3%,11%,i,29,4.2%,i,0.4
COc1ccccc1N(CN1CCCC1=O)C(=O)COc1ccccc1,-2%,-12,-16,-1.0%,1.6,1397,6%,-1%,i,18,0.8%,i,0.3
O=C(CCn1cnc2ccccc2c1=O)Nc1nc2c(s1)CCCC2,7%,29,35,-1.0%,-1.6,1253,4%,-8%,i,9,-0.3%,i,0.9
COc1ccc(/C=N/Nc2nc(-c3ccc(C)cc3)c(NC(C)=O)s2)cc1,47%,·,·,0.3%,0.4,1286,-13%,-9%,i,14,1.6%,i,1.2
CC(=O)NCCc1cc2ccc(C)cc2[nH]c1=O,13%,10,14,·,1.3,1407,6%,-14%,i,53,1.6%,i,1.2
O=C(c1ccco1)N1CCN(C(=O)c2cccc3c2C(=O)N(Cc2cccnc2)C3)CC1,-1%&6%,-10,-10,0.0%,·,·,3%,1%,i,25,1.5%,i,1.3
COc1ccccc1CCNC(=O)C1(C)CC1(Cl)Cl (stereo unspecified),11%,·,·,-0.5%,·,·,7%,0%,i,32,3.4%,i,0.7
CC(=O)N1CCN(S(=O)(=O)c2ccc3c(c2)CC(=O)N3)CC1,·,·,·,·,·,·,0%,·,i,15,2.2%,i,0.3
O=C(O)COc1ccc(-c2nccc(-c3ccccn3)n2)cc1,10%,-13,-11,0.2%,0.3,927,7%,-14%,i,48,0.5%,·,·
CCOc1ccc(-c2csc(NC(=O)c3ccc(S(=O)(=O)N4CCc5ccccc5C4)cc3)n2)cc1,7%,-23,-3,-0.2%,0.2,952,8%,-9%,i,50,2.7%,i,0.4
COc1cc(OC)c(NC(=O)C(=O)CC(=O)c2ccc(C)cc2C)cc1Cl,10%,-3,12,-0.4%,-0.8,1096,9%,1%,i,43,18%,i,1.5
CC(Oc1ccc(Cl)cc1Cl)c1nc(-c2ccc(NC(=O)c3ccccn3)cc2)no1 (stereo unspecified),5%,18,0,0.8%,-0.5,1045,8%,0%,i,55,4.1%,i,13
O=C(COc1c(Br)cc(Br)c2cccnc12)Nc1ccccc1F,7%,15,17,0.6%,2.9,1045,7%,1%,i,45,1.2%,i,0.1
Cn1c(=O)c(/C(N)=N/OC(=O)c2ccccc2)cn(-c2ccccc2)c1=O,4%,·,·,0.0%,-0.2,1032,7%,-4%,i,19,4.2%,i,0.7
C=CCN1c2ccccc2[C@]23C[C@@H](C(=O)OC)N=C2NC(C(=O)OC)=C(C(=O)OC)[C@H]13,6%,·,·,-0.1%,-1.1,1152,14%,4%,i,23,1.4%,i,1.7
Cc1cc(NC(=O)Cn2cc(C(F)(F)F)cc(Cl)c2=O)no1,-4%,-9,2,0.2%,-4.5,1240,0%,-5%,i,35,0.3%,i,0.7
CCOC(=O)Cn1c(=N)n(CCOc2ccc(OC)cc2)c2ccccc21,-3%,5,11,0.4%,-0.2,1144,4%,2%,i,36,0.6%,i,1.5
O=C(Cn1cc(C(=O)C2CC2)c2ccccc21)NCC1CCCO1 (stereo unspecified),4%,-1,-2,-0.4%,·,·,8%,-5%,i,7,2.0%,i,0.8
O=C(CNC(=O)c1[nH]cnc1C(=O)NC(c1ccccc1)c1ccccc1)OCc1ccccc1,11%,·,·,0.3%,·,·,9%,·,i,31,15%,i,2.1
COC(=O)c1c(NC(=O)CSc2nc3ccccc3c(=O)n2-c2ccccc2)sc(C)c1C,4%,-17,-9,-0.9%,·,·,1%,2%,i,62,9.0%,i,1.1
O=C1CC(c2ccccc2)CC(O)=C1C=NCc1ccco1 (stereo unspecified),1%,-9,-3,1.8%,·,·,1%,14%,i,52,0.5%,i,0.7
COC(=O)c1ccc(CN2CCC(CO)(Cc3ccc(OC)cc3)CC2)cc1,7%,3,25,-0.9%,0.7,1050,-16%,-1%,i,21,4.6%,i,0.7
O=S(=O)(NCC1CCCO1)c1cccc(C(F)(F)F)c1 (stereo unspecified),3%,-4,1,-0.3%,-0.5,1010,-1%,-5%,i,31,0.7%,i,1.4
CCc1ccc(/C=N/NC(=O)c2cc(-c3cccc([N+](=O)[O-])c3)n[nH]2)cc1,5%,·,·,-0.2%,22,1022,7%,2%,i,41,-1.7%,i,0.3
C=CCn1cccc(C(=O)Nc2cc(OC)cc(OC)c2)c1=O,4%,-4,-15,-0.5%,-0.1,1067,6%,2%,i,47,-1.5%,i,0.2

# In a second layout: results already given
canonical_smiles | SV40 large T antigen | WT yeast gro inh | WT yeast gro inh mutant strain | West Nile virus CPE | b-catenin transl | b-catenin transl cell count 5 µM | MgcRacGAP inhibition | Salmonella PhoP GFP | T cell modulator | T cell modulator vesicle-bound % | RSV antiviral HEp-2 | Myeloid diff MLP | Myeloid diff MLP GFP+ MAC1+ %
O=C1CC(c2ccccc2)CC(O)=C1C=NCc1ccco1 (stereo unspecified) | 1% | -9 | -3 | 1.8% | · | · | 1% | 14% | i | 52 | 0.5% | i | 0.7
COC(=O)c1ccc(CN2CCC(CO)(Cc3ccc(OC)cc3)CC2)cc1 | 7% | 3 | 25 | -0.9% | 0.7 | 1050 | -16% | -1% | i | 21 | 4.6% | i | 0.7
O=S(=O)(NCC1CCCO1)c1cccc(C(F)(F)F)c1 (stereo unspecified) | 3% | -4 | 1 | -0.3% | -0.5 | 1010 | -1% | -5% | i | 31 | 0.7% | i | 1.4
CCc1ccc(/C=N/NC(=O)c2cc(-c3cccc([N+](=O)[O-])c3)n[nH]2)cc1 | 5% | · | · | -0.2% | 22 | 1022 | 7% | 2% | i | 41 | -1.7% | i | 0.3
